esBAF inh: blocks esBAF chromatin remodeling in mouse ES cells; reporter increase, % at 12.5 µM; Bmi1-luciferase knock-in reporter, 24 h; 100% = twice the neutral-well signal; 2% of 350,000 active; AID 602393; in the data active = activation above about 40%;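 note: 0% = median of the plate's neutral control wells and 100% = double that signal; a rise in the Bmi1 reporter signal indicates esBAF inhibition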
GSIS activator: GLuc luminescence reporter in INS-1E cells, primary screen for activators of glucose-dependent secretion of insulin. INS-1E GLuc reporter insulin secretion, 2-3 h. activation, % at 16.6 µM. 0.61% of 370,000 active;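 active = lowest replicate activation of at least 40%, so every replicate reaches that level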;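 note: 0% = median of neutral control wells and 100% = median of IBMX positive control wells; some compounds called inactive have numbers as strong as hits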
RAD52 anneal inh: inhibitors of human RAD52 DNA annealing; inhibition, % at 18.7 µM; AID 651710; 0.46% of 360,000 active; P43351; recombinant RAD52 DNA annealing, FRET fluorescence;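 active = every replicate showing at least 50% inhibition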
ARNT TACC3 PPI: ARNT/TACC3 interaction disruption; AlphaScreen His-ARNT PAS-B/GST-TACC3 binding, luminescence; TACC3 fragment carries E629A point mutation; inhibition, % at 9.99 µM; 0.66% of 390,000 active; AID 623870;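 active = mean inhibition of replicates at least 50% and at least half of replicates each reaching 50%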;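 note: 0% = complete ARNT plus TACC3 wells and 100% = ARNT alone without TACC3; many hits fall short of the cut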
CFTR F508del cor: CFTR F508del correction in bronchial cells; activity (quench increase), % at 7.58 µM; 0.36% of 350,000 active; CFBE cells, YFP halide quenching; stimulated with forskolin plus potentiator P3; % fluorescence drop versus neutral controls;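 active = mean added fluorescence quench of at least 8% versus neutral control, with both replicates also reaching 8%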;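 note: cells transiently co-express mutant CFTR-F508del with the halide-sensitive YFP; corrector assay measuring rescue of mutant channel to the surface after 24 h compound exposure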
ERAP1 inh: ERAP1 (human) enzyme inhibition; Q9NZ08; recombinant ERAP1, Leu-AMC fluorescence, 60 min; inhibition, % at 10.7 µM; 0.15% of 340,000 active; AID 652197;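 active = mean replicate inhibition of at least 30%, or all replicates individually reaching that 30% level; inactive = mean below 30% and not every replicate reaching it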;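 note: 0% = neutral control wells and 100% = L-leucinethiol positive control wells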
Target sequence (Q9NZ08 whole entry, looked up): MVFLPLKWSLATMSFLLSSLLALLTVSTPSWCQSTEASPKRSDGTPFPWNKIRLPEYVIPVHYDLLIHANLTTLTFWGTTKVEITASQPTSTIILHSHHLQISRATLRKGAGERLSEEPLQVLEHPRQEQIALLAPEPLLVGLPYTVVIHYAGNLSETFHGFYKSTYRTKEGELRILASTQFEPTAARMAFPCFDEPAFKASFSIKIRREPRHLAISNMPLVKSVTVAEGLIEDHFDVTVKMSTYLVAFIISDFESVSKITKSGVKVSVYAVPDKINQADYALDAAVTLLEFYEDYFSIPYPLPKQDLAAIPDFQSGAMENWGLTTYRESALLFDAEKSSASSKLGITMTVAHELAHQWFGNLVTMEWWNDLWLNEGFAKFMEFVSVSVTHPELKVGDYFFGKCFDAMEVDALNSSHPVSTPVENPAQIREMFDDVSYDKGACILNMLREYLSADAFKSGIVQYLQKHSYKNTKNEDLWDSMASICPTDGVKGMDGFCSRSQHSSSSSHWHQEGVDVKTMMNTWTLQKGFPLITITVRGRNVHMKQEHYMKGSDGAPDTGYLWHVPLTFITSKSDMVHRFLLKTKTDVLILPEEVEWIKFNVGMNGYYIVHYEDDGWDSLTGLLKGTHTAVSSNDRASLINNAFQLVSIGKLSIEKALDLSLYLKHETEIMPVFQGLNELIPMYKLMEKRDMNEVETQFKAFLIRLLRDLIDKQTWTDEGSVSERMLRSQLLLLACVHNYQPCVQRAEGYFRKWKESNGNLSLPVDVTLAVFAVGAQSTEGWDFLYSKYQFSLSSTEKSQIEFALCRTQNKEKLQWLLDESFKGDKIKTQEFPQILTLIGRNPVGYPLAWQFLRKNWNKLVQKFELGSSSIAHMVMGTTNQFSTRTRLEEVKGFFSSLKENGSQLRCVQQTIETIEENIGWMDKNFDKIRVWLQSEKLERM
RAD54 inh: blocks human RAD54 Holliday junction branch migration; FAM/BHQ fluorescence; inhibition, % at 10.4 µM; 0.14% of 360,000 active; Q92698; AID 602329;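 active = mean normalized replicate activity at least 40 and at least half of replicates scoring 40 or more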;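 note: 0% = median of neutral control wells and 100% = median of positive control wells; inhibitors cause a drop in the FAM fluorescence signal; in these data hits start at about 50%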
Xi reactivation: reactivates the inactive X chromosome in mouse fibroblasts; 0.055% of 360,000 active; activation, % at 7.58 µM; XiGFP mouse fibroblasts, % GFP-positive cells imaging, 3 d; cells co-treated with 5-aza-dC sensitizer; scaled so ellipticine positive control = 100%;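 active = mean normalized replicate activation at least 10% and every replicate at or above 10%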;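 note: 0% = median of on-plate neutral control wells and 100% = ellipticine 6 µM median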
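Assay system – SV40-immortalized XiGFP fibroblast cells, line 68-5-11 · Buffer or medium – DMEM supplemented with 5-aza-dC as sensitizing agent · Dosing – one concentration, pinned · Benchmarks – positive control ellipticine, 6 µM final · Times – 3 days compound exposure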
* marks the source's active call; other numbers are inactive results; x = not tested or not shown.

SMILES	ARNT TACC3 PPI	esBAF inh	CFTR F508del cor	ERAP1 inh	Xi reactivation	RAD52 anneal inh	GSIS activator	RAD54 inh
C[C@@H]1CN([C@H](C)CO)S(=O)(=O)c2ccc(-c3ccccc3)cc2O[C@H]1CN(C)C(=O)Cc1ccccc1	-7	-4	x	1	0.3	16	-10	-2
CCOc1ccc(OCc2ccc(C(=O)NN)o2)cc1	-3	x	3.4	x	0.1	-15	x	x
CC1=NN(c2ccccc2)C(=O)/C1=C\C=C\c1ccccc1	x	x	-11	-2	0.0	-9	x	-7
CC1=C(C(=O)N2CCOCC2)CC(CC(=O)NCCN2CCOCC2)C(=O)N1Cc1ccc(C(C)(C)C)cc1 (stereo not given)	x	-2	1.0	10	0.0	0	-5	-7
C[C@@H]1CN([C@H](C)CO)C(=O)c2cccc(NS(=O)(=O)c3ccc(F)cc3)c2O[C@@H]1CN(C)S(=O)(=O)c1ccccc1	3	4	-1.9	-3	0.1	2	0	2
Cc1ccc(NC(=O)CSc2ccc(-c3ccc(-n4cccn4)cc3)nn2)c(C)c1	-19	21	1.2	-3	0.1	-7	14	0
C[C@@H]1CN([C@@H](C)CO)C(=O)Cc2cc(NC(=O)C3CCCCC3)ccc2O[C@H]1CN(C)Cc1ccc2c(c1)OCO2	4	0	-2.2	-2	0.2	-8	-5	7
C=CCNCC(=O)Nc1ccccc1SCC(=O)Nc1ccsc1C(=O)OC	4	-2	-1.4	8	0.0	-17	2	x
COc1ccccc1Nc1nc(NCCCCO)nc(N2CCCC2)n1	2	-4	-3.4	1	0.7	-14	x	5
COc1cc(C(c2c(C)[nH][nH]c2=O)c2c(C)[nH][nH]c2=O)cc([N+](=O)[O-])c1O	-17	x	-0.8	0	0.0	-2	-6	x
O=S(=O)(Nc1nccs1)c1ccc(NS(=O)(=O)c2c(F)cc(F)c(Cl)c2F)cc1	-9	4	0.0	1	0.1	-5	x	-8
CN1c2ccc(C#Cc3ccc(F)cc3)cc2[C@@H]2[C@@H](CCN2C(=O)CN2CCOCC2)[C@H]1CO	-5	-1	-2.2	2	0.3	-6	-4	-10
CCc1ccc(S(=O)(=O)Nc2ccc(-c3ccc4nncn4n3)cc2)s1	-1	-10	-2.1	0	0.0	-11	3	3
COC(=O)c1sc2cc(C(F)(F)F)cnc2c1-c1ccccn1	-12	x	-0.5	-2	0.0	-4	11	x
C[C@H]1CN([C@@H](C)CO)C(=O)Cc2cc(NC(=O)C3CCCCC3)ccc2O[C@@H]1CN(C)CC1CC1	x	-3	-2.3	0	-0.3	-4	10	4
CCC(=O)N1CCC(NC(=O)Nc2ccc(OC(F)(F)F)cc2)CC1	-1	3	-1.3	-3	0.0	-7	-7	1
O=C1CCC(C(=O)OCC(=O)Nc2ccc(Cl)cc2C(F)(F)F)=NN1	-7	-2	1.7	-8	0.0	-1	12	-10
O=C(C[C@H]1CC[C@H]2[C@@H](COC[C@@H](O)CN2CC2CC2)O1)NCC1CC1	4	1	1.2	3	0.0	-7	5	-8
CNc1cncc(-c2cccc(C(=O)N(C)C)c2)n1	x	-1	-3.8	11	0.0	-20	9	3
O=C(C[C@@H]1C[C@@H]2c3cc(NC(=O)Nc4ccc(C(F)(F)F)cc4)ccc3O[C@@H]2[C@@H](CO)O1)NCc1cccnc1	-3	3	5.2	-1	0.0	-2	11	2
COc1ccc(N(C(=O)COc2ccccc2)C2C=CS(=O)(=O)C2)cc1 (stereo not given)	2	-3	0.4	2	x	-10	11	0
O=C(Nc1ccc(F)cc1)OCCOc1ccc(Br)cc1	3	-4	-4.5	-2	0.0	0	-2	-4
COc1ccccc1N(CC(=O)N1CCc2ccccc2C1)S(C)(=O)=O	-5	2	0.1	1	0.0	2	5	2
COc1ccc(N=c2oc3cc(O)ccc3cc2C(=O)Nc2ccccn2)cc1OC	-4	x	-2.2	2	0.0	-24	7	x
Cn1nc(C2CC2)cc1NC(=O)C1(C)CCN1C(=O)CCc1ccccc1 (stereo not given)	x	-4	-3.7	-3	0.1	-1	13	-10
O=C1C=C(c2cc3ccccc3s2)CCC1	-10	74*	4.5	x	0.0	x	25	-5
COC(=O)CCC(=O)NC(=S)Nc1ccc(S(=O)(=O)Nc2cc(OC)nc(OC)n2)cc1	3	-7	x	x	-0.1	x	6	-6
CC(=O)NC(C)c1ccc(Cl)c(Cl)c1 (stereo not given)	0	1	x	x	x	x	-6	3
Cc1cccc(N2C(=O)C(O)=C(C(=O)c3cccs3)C2c2ccccc2)n1 (stereo not given)	4	x	-0.8	7	0.0	-10	0	x
O=C(C[C@H]1C[C@@H]2c3cc(NC(=O)Cc4ccncc4)ccc3O[C@@H]2[C@@H](CO)O1)NCCN1CCCCC1	4	-2	1.5	1	0.0	10	13	1
Cc1ccc(S(=O)(=O)N(C)C[C@@H]2Oc3ccc(NS(=O)(=O)c4ccc(Cl)cc4)cc3CC(=O)N([C@@H](C)CO)C[C@@H]2C)cc1	17	-2	-0.4	0	-1.0	-8	-9	1
CCc1nnc(NC(=O)C2CC(=O)N(C3CCCC3)C2)s1 (stereo not given)	-9	5	2.0	-5	0.0	-10	10	-6
CC(C)CCNC(=O)c1cc(-c2ccco2)nc2ccccc12	-6	-3	x	x	x	x	10	-1
O=C(CN(CCO)Cc1ccccc1)N1CCN(S(=O)(=O)c2ccccc2)CC1	x	-7	-2.4	-2	0.2	9	-5	7
NC(COCc1ccccc1)c1csc(Nc2nccc(C(F)(F)F)n2)n1 (stereo not given)	x	-9	2.2	-4	0.2	-94	x	-2
CC(C)(C)C1CCC(C(=O)NNC(=O)c2ccncc2)CC1 (stereo not given)	-10	1	-0.7	-4	0.0	-4	6	-3
O=C(c1ccc(F)c(F)c1)N1CCCc2ccccc21	-5	0	-0.4	-2	0.0	-3	20	6
CC(C)(Oc1ccc(Cl)cc1)C(=O)Nc1ccc(S(=O)(=O)Nc2ncccn2)cc1	-1	-3	-0.9	-7	0.1	-18	3	3
CC(OC(=O)c1ccc2ncsc2c1)C(=O)NC1CCCCC1C (stereo not given)	-2	15	0.4	-1	-0.1	-13	2	-1
C[C@@H]1CN([C@H](C)CO)C(=O)Cc2cc(NS(=O)(=O)c3ccccc3)ccc2O[C@@H]1CN(C)C(=O)Nc1ccc(C(F)(F)F)cc1	x	-4	0.2	-9	-0.4	15	-16	x
C[C@@H]1CN([C@@H](C)CO)C(=O)Cc2cc(NC(=O)Nc3ccccc3)ccc2O[C@H]1CN(C)CC1CCCCC1	12	3	-2.7	1	-0.5	2	-21	7
C[C@H]1CN([C@@H](C)CO)C(=O)Cc2cc(NC(=O)Nc3ccc(C(F)(F)F)cc3)ccc2O[C@@H]1CN(C)C(=O)Nc1cccc2ccccc12	-5	-3	-0.9	-6	0.0	1	2	3
CC(C)NC(=O)Nc1ccc2c(c1)CC(=O)N([C@@H](C)CO)C[C@@H](C)[C@H](CN(C)Cc1ccc(C(F)(F)F)cc1)O2	x	1	-1.3	0	-0.1	3	-31	-1
Cc1ncc(CO)c(/C=N/Nc2cccc(Cl)n2)c1O	13	8	x	-1	0.0	-16	-25	-3
Cc1c(C(=O)Nc2ccccn2)oc2ccccc12	8	-5	-0.8	-4	x	-2	24	0
OC(c1cccc(Cl)c1)c1ncc(-c2ccc(Oc3ccccc3)cc2)[nH]1 (stereo not given)	x	11	-0.2	-2	0.3	-113	-20	7
N#Cc1nc(-c2ccccc2)oc1N1CCCCC1	8	18	-0.3	-6	x	-7	34	1
Cc1ccc(S(=O)(=O)N2C[C@@H](O)COC[C@@H]3O[C@H](CC(=O)NCc4ccc(Cl)c(Cl)c4)CC[C@H]32)cc1	6	-3	0.2	3	0.1	-116	-21	-7
Cc1cc(C(=O)Nc2cccc3c2O[C@@H](CN(C)C(=O)NC2CCCCC2)[C@@H](C)CN([C@H](C)CO)C3=O)n(C)n1	3	-2	0.0	1	0.1	-5	-8	-18
O=C1C=C(c2ccc(-c3ccccc3)c(F)c2)C[C@@H](c2ccc(F)cc2)C1	-5	6	-0.1	x	0.0	-30	2	9

The listing continues.
SMILES	ARNT TACC3 PPI	esBAF inh	CFTR F508del cor	ERAP1 inh	Xi reactivation	RAD52 anneal inh	GSIS activator	RAD54 inh
COc1ccc(C)cc1-n1c(=O)c2ccccc2c2ccccc2c1=O	-12	x	-0.4	8	-0.2	-12	-10	x
CCCNC(=O)N(C)C[C@@H]1Oc2ncc(C#CC3CC3)cc2C(=O)N([C@@H](C)CO)C[C@H]1C	-12	-11	-1.4	-2	0.6	-9	2	-6
Cc1cccc(C)c1NC(=O)c1sccc1SCC#N	-8	-5	-1.0	-2	x	-10	7	8
Cc1cn([C@H]2C[C@H](O)[C@@H](/C=C/C(=O)NCCC(c3ccccc3)c3ccccc3)O2)c(=O)[nH]c1=O	x	2	0.1	-1	0.0	-7	x	4
O=C1N(Cc2cccnc2)C[C@@H]2C[C@@H](c3ccc(C(F)(F)F)cc3)N3CCC[C@@]123	-7	x	2.4	16	0.1	-21	-6	x
CC(C)c1ccc(CN2CCC(n3nccc3NC(=O)C3CCCC3)CC2)cc1	x	x	4.1	-1	-0.1	2	-31	x
Cc1c(Br)ccc(NC(=O)COc2ccccc2C(N)=O)c1C	-5	-4	0.3	-1	0.1	-7	-1	5
O=C1OC(c2ccc(F)cc2)=N/C1=C\C=C/c1ccccc1	-11	x	3.8	1	0.0	-15	-24	x
CN(C(=O)CN1C(=O)S/C(=C\c2ccc(Cl)cc2)C1=O)C1CCS(=O)(=O)C1 (stereo not given)	-4	8	-1.6	-2	0.0	-4	22	7
CCOc1cc(/C=N\NC(=O)OC)ccc1OC(=O)c1ccco1	-3	x	-2.2	-3	0.0	-24	8	x
CN(CC(=O)NC1CCCCCC1)S(=O)(=O)c1cnc[nH]1	-1	1	-1.2	0	0.0	-21	-16	1

3 entries already listed, arranged by the value under RAD52 anneal inh, smallest number first:
Molecule | ARNT TACC3 PPI | esBAF inh | CFTR F508del cor | ERAP1 inh | RAD52 anneal inh | GSIS activator
COc1ccccc1Nc1nc(NCCCCO)nc(N2CCCC2)n1 | 2 | -4 | -3.4 | 1 | -14 | x
COc1ccc(N(C(=O)COc2ccccc2)C2C=CS(=O)(=O)C2)cc1 (stereo not given) | 2 | -3 | 0.4 | 2 | -10 | 11
C[C@@H]1CN([C@H](C)CO)C(=O)Cc2cc(NS(=O)(=O)c3ccccc3)ccc2O[C@@H]1CN(C)C(=O)Nc1ccc(C(F)(F)F)cc1 | x | -4 | 0.2 | -9 | 15 | -16

Compound activity as filed in PubChem.

Rows are unselected. About 3.3% of those tested had a hit in this group.
